Compound activity deposited in PubChem BioAssay by NCI.
Growth percent in the NCI-60 one-dose screen (48 h, 10 µM unless noted): 100 = growth as untreated, 0 = no growth, -100 = all killed.
UACC-257 = UACC-257 melanoma; actives 4.4% (n = 78,000); AID 1794764
EKVX = EKVX NSCLC | AID 1794765 | actives 3% (n = 71,000)
UACC-62 = UACC-62 melanoma | actives 5.4% (n = 81,000)
MALME-3M = MALME-3M melanoma; AID 1794766; actives 5.8% (n = 78,000)
SK-MEL-5 = SK-MEL-5 melanoma | actives 6.4% (n = 80,000)
A549/ATCC = A549/ATCC NSCLC. actives 3.7% (n = 81,000). AID 1794740
SK-MEL-2 = SK-MEL-2 melanoma | actives 4.7% (n = 77,000)
M14 = M14 melanoma; actives 6.2% (n = 80,000)
Numbers without * were called inactive; · = no result given; & = joins results of further samples; [ ] = another dose, or the depositor's remark. How the source made its calls: active means growth percent below 10; inactive means the rest.

SMILES	UACC-257	EKVX	UACC-62	MALME-3M	SK-MEL-5	A549/ATCC	SK-MEL-2	M14
CS(=O)(=O)Nc1ccc(Cn2c(=O)[nH]c(=S)[nH]c2=O)cc1	93.7	·	101.0	106.5	105.6	93.7	106.5	97.6
CCOC(=O)c1c(C)nc2c(c1N)/C(=C/c1ccc(OC)cc1)C(=O)N2Cc1ccc(F)cc1	-52.7*	9.2*	-78.2*	-21.3*	-87.9*	12.0	-27.5*	-56.0*
COc1c(O)cc2oc3cc(O[C@H]4O[C@H](CO)[C@H](O)C(O)C4O)c(CC=C(C)C)c(O)c3c(=O)c2c1CC=C(C)C (stereo partly specified)	95.1	100.3	99.5	103.4	101.5	91.5	96.5	109.0
NC(=O)c1ccc(-c2cccc3c(=O)nc(N4CCOCC4)oc23)cc1	103.8	97.3	92.3	85.4	97.8	100.1	102.2	97.8
COc1ccc(-c2cc(-c3cccnc3)nc3sc(C#N)c(N)c23)cc1OC	97.9	87.0	91.2	121.7	85.1	84.3	109.1	108.8
CN(C)CCN1C(=O)c2cccc3cc(N)cc(c23)C1=O	5.6*	45.2	13.3	17.4	8.8*	12.0	29.1	42.0
Clc1ccc(SCNc2ccccc2Cl)cc1	89.9	110.5	98.9	103.5	102.9	89.2	·	100.6
Cc1ccc(NCc2oc(=O)c(CNc3ccc(C)cc3)c(O)c2CO)cc1	92.3	99.3	97.2	100.3	·	92.0	102.3	93.1
CC(C)CCn1cnc2c(SCC(=O)O)nc(N)nc21	100.3	101.6	98.6	106.0	100.3	101.7	110.0	98.5
N#Cc1c(CCCO)c(C#N)c2nc3ccccc3n2c1N	96.6	96.4	95.8	105.8	99.7	103.5	105.2	110.9
CCOC(=O)CCC(NC(=O)c1ccc(NS(=O)(=O)c2ccc(C)cc2)cc1)C(=O)OCC (stereo unspecified)	95.2&105.6	98.3&84.2	96.6&98.3	94.7&96.6	104.8&105.1	101.8&109.9	98.3	105.9&102.9
Cc1c(-c2cnc3ccc(Cl)cc3c2C(=O)O)nnn1-c1ccc([N+](=O)[O-])cc1	94.3	110.1	87.4	97.1	106.9	96.2	98.8	99.9
CN(C)c1ccc(C(=O)C(O)c2ccccc2Cl)cc1 (stereo unspecified)	92.0	97.8	78.5	92.4	87.8	90.1	86.3	98.5
Nc1nc(N)c2[nH]c(=S)[nH]c2n1	103.0	99.9	115.4	140.1	97.2	98.5	107.8	105.8
CCOC(=O)c1sc2ccc(N)cc2c1NC(=O)c1cc(OC)c(OC)c(OC)c1	88.7	·	84.4	119.5	95.4	92.2	98.1	105.8
CC(=O)c1cc2c(N)c(C(=O)Nc3ccccc3Cl)sc2nc1C	95.5	98.4	94.6	110.3	·	59.7	92.3	106.7
CCOC(=O)c1c(N)oc2c(-c3ccccc3)c3c(C(=O)OCC)c(N)oc3cc12	99.8	93.1	102.6	108.9	98.0	98.8	101.2	106.6
O=C(CSc1nc2ccccc2c(=O)n1-c1ccccc1)c1cc2c(ccc3ccccc32)oc1=O	70.5	102.2	90.6	98.0	95.9	71.0	·	92.0
COc1ccc(-c2nc3ccc(-c4nnc(SCC(=O)Nc5ccc(C(C)=O)cc5)o4)cc3[nH]2)cc1OC	114.1	97.6	101.1	96.1	101.2	99.4	122.1	106.6
CCOC(=O)c1cnc2cccc(C(=O)OCC)c2c1-c1ccccc1	90.0	97.3	76.4	94.1	94.2	81.9	106.1	104.3
COc1ccc(/C=C/c2nc3ccccc3c(=O)n2-c2ccc(C#Cc3ccccc3)cc2C)cc1	87.7	71.5	100.5	100.2	81.3	93.2	128.3	97.2
Cc1cccc(C)c1Nc1n[nH]c(=S)s1	104.0	109.6	97.9	97.4	97.3	97.3	111.6	109.3
COC(=O)N[C@H]1CCc2cc(OC)c(OC)c(OC)c2-c2ccc(SC)c(=O)cc21	59.4	32.2	34.9	37.3	-42.9*	13.6	12.5	3.2*
CCOc1ccc(C(C)=O)cc1NC(=O)c1cc(C(=O)O)cc(-c2ccoc2)c1	107.1	88.7	113.5	96.9	97.9	101.8	102.8	99.9
NCc1cn2cc(Cl)sc2n1	104.7	·	110.3	102.7	102.6	92.9	101.9	108.3

The final two entries of the part above open the next one.
SMILES	UACC-257	EKVX	UACC-62	MALME-3M	SK-MEL-5	A549/ATCC	SK-MEL-2	M14
CCOc1ccc(C(C)=O)cc1NC(=O)c1cc(C(=O)O)cc(-c2ccoc2)c1	107.1	88.7	113.5	96.9	97.9	101.8	102.8	99.9
NCc1cn2cc(Cl)sc2n1	104.7	·	110.3	102.7	102.6	92.9	101.9	108.3
Cc1cc(O)ccc1C1=NN(c2ccc(S(C)(=O)=O)cc2)C(=O)CC1	93.0	72.2	52.9	52.7	68.3	72.2	68.7	49.2
CC(=O)N/N=C1/CC[C@@]2(C)C(=CC[C@H]3C4CCC(C(C)CCCC(C)C)[C@@]4(C)CCC32)C1(C)C (stereo partly specified)	95.6	99.2	99.1	104.9	96.4	96.4	87.4	98.6
CCOC(=O)c1c(C(=O)c2cn(C)c3ccccc23)c(-c2cn(C)c3ccccc23)n(NC(=O)OC(C)(C)C)c1C	82.3[100 µM]	70.2[100 µM]	51.7[100 µM]	112.9[100 µM]	67.8[100 µM]	66.3[100 µM]	94.6[100 µM]	72.1[100 µM]
CC(C)=C[C@@H]1C[C@H](O)Cc2ccccc2N1	102.7	102.4	101.7	·	102.0	97.9	·	103.4
CC1(c2ccccc2F)NC(=O)NC1=O (stereo unspecified)	107.0	102.8	98.0	36.8	118.4	110.3	105.2	113.1
N#Cc1ccccc1C#Cc1ccccc1C#Cc1ccc(OCCCCCCOc2ccc(C#Cc3ccccc3C#Cc3ccccc3C#N)cc2)cc1	103.0	111.2	83.3	102.0	73.8	94.0	98.3	85.8
COc1ccc(-c2nc3cc(C(=O)Nc4ccccc4)ccc3n2C2CCCCC2)cc1	118.1	107.5	92.8	114.4	97.1	95.7	89.0	95.6
COc1ccc(C(=O)CBr)c2ccccc12	99.4	·	109.1	92.1	105.2	101.3	130.1	96.9
CCOC(=O)C1=C(C)OC(=O)CC1C (stereo unspecified)	101.8	102.4	97.1	97.8	95.5	107.8	99.0	97.9
O=S(=O)(c1cccc(C(F)(F)F)c1)N(CCCCN(S(=O)(=O)c1cccc(C(F)(F)F)c1)S(=O)(=O)c1cccc(C(F)(F)F)c1)S(=O)(=O)c1cccc(C(F)(F)F)c1	100.0	107.8	87.2	·	102.9	101.1	91.9	99.8
COc1ccc(Cc2nnc(NC(=O)C(N)Cc3ccccc3)s2)cc1 (stereo unspecified)	105.3	97.6	96.8	97.2	113.7	106.5	109.0	99.7
O=C1/C(=C/c2ccc(OCc3cccc(F)c3)cc2)Oc2cc(O)ccc21	74.4	88.1	65.6	61.6	50.0	69.8	91.8	104.3
O=C1Nc2ccccc2/C1=N/N=C/c1ccco1	100.2	·	89.9	84.1	98.3	95.8	108.7	92.1
Oc1c(I)cc(I)cc1CNCCCN(Cc1ccccn1)Cc1ccccn1	-41.5*	-85.6*	-55.5*	-73.2*	-96.9*	-51.8*	-30.9*	-72.0*
Cc1ccc(S(=O)(=O)NCCCC2=C(Br)c3ccccc3C2c2ccccc2)cc1 (stereo unspecified)	99.1	94.6	74.7	100.6	99.6	92.6	101.8	95.4
CCc1c(C)c2cc3[nH]c(=S)oc3c(C)c2oc1=O	82.5	78.7	92.5	94.7	103.4	95.1	84.7	101.8
CC12CCC(C(=O)N(c3nccs3)C1=O)C2(C)C (stereo unspecified)	112.2&92.9	106.5&106.0	109.8&101.8	96.2	101.7&99.5	89.5&95.5	106.1&101.1	98.8&104.7
CCCCOc1nc2c(c(=O)n(C)c(=O)n2C)n1C	115.8	97.4	97.6	100.4	99.2	102.7	103.9	·
N#Cc1c(-c2ccccc2)c(C#N)c2c(C#N)c(N)nn2c1N	51.1	47.3	19.6	39.6	24.7	38.7	10.0*	32.9
COc1ccc(C2=CCCC2)c(OC)c1	94.5	108.1	108.2	115.6	106.2	102.1	110.5	107.7
Nc1ncnc2c1N=C(c1ccccc1)CC(c1cccc(Nc3ccnc4cc(C(F)(F)F)ccc34)c1)N2 (stereo unspecified)	76.5	55.3	79.0	90.8	59.4	61.5	83.5	67.9
C=C(C)[C@@H]1CC[C@]2(C(=O)NS(=O)(=O)c3ccccc3)CC[C@]3(C)[C@H](CC[C@@H]4[C@@]5(C)CC[C@H](OC(=O)NS(=O)(=O)c6ccccc6)C(C)(C)[C@@H]5CC[C@]43C)[C@@H]12	27.8	27.5	-83.1*	11.3	-24.6*	18.3	-6.1*	12.8
Cc1ccc(S(=O)(=O)Oc2ccc(C(C)(C)C)cc2)cc1	97.9	95.7	·	98.8	92.3	95.7	84.8	104.2
Clc1cccc(Cl)c1CSc1nc2ccccc2n2cccc12	95.6	·	96.3	91.4	102.5	95.4	·	94.1
CCOC(=O)NC(C)c1ccccc1 (stereo unspecified)	99.7	·	109.0	92.8	107.8	98.0	103.0	98.2

More results.
SMILES	UACC-257	EKVX	UACC-62	MALME-3M	SK-MEL-5	A549/ATCC	SK-MEL-2	M14
COc1ccc2c(C3=C(c4cn(C)c5ccccc45)C(=O)NC3=O)coc2c1	·	50.7	29.5	97.1	42.4	38.7	·	36.9
C[C@H]1C[C@H]2[C@@H]3CC[C@](O)(C(=O)CO)[C@@]3(C)C[C@H](O)[C@]2(F)[C@@]2(C)C=CC(=O)C=C12	84.8	48.3	102.8	79.0	93.9	41.9	94.8	87.2
CCSc1nc(-c2cc(OC)ccc2OC)cc(-c2ccc(OC)cc2)c1C#N	95.2	77.8	71.3	88.1	93.6	88.0	105.0	91.0
FC(F)(F)c1cn(CCN2CCOCC2)c2ncnc(Cl)c12	84.0	92.6	53.2	111.4	42.5	94.5	41.3	38.0
N#CCCN1CCN(CCC#N)c2ccccc21	107.9	69.2	107.2	·	103.6	103.0	97.3	113.0
O=c1[nH]c(-c2cn(-c3ccc(Cl)cc3)nn2)nc2ccccc12	77.9	·	60.9	59.0	79.0	61.2	77.2	91.4
COc1cc2c3c(c1OC)C(=O)CC3CCCC2 (stereo unspecified)	98.9	103.6	77.3&106.4	97.0&117.6	97.5&100.1	89.7&102.3	95.3	99.6&108.5
N[C@@H](CO)C(=O)O	104.1	84.3	91.9	·	104.4	102.3	115.5	107.0
C#Cc1cccc(NC(=O)c2ccccc2NC(=O)C=C)c1	103.6[8.25 µM]	108.6[8.25 µM]	104.3[8.25 µM]	102.3[8.25 µM]	99.5[8.25 µM]	98.1[8.25 µM]	103.6[8.25 µM]	102.6[8.25 µM]
CC1=NN(c2cccc(Cl)c2)C(=O)/C1=C\c1cn(Cc2ccccc2)c2ccc(Br)cc12	97.4	98.0	95.1	104.4	105.1	91.5	108.7	103.4
Cc1cc(-c2ccc(Cl)cc2)n(Cc2nnc(SCC(=O)Nc3ccc(S(N)(=O)=O)cc3)o2)n1	106.0	86.4	74.4	89.8	97.9	90.1	89.4	96.5
Cn1c(N2CCCCC2)nc(-c2ccccc2)c(C#N)c1=O	28.1	104.2	84.7	94.6	107.9	90.2	30.2	121.1
COc1ccc(S(=O)(=O)NCCNc2cc(-c3cn(C(C)(C)C)nc3-c3cccc(F)c3)ccn2)cc1	100.0	89.5	79.0	107.9	72.0	71.6	115.9	93.5
CC(C)(C)c1ccc(Cn2c(-c3nonc3N)nc3ccccc32)cc1	76.8	·	69.5	82.3	74.9	68.4	·	66.9
COc1cc(-c2nn(-c3ccc(C(=O)O)cc3)cc2CNc2ccc(F)cc2)ccc1O	104.3	80.4	82.0	105.7	87.1	83.6	75.7	90.8
CC(=O)c1ccc(N/N=C(/C(=O)c2ccc(Cl)cc2)c2nc(C)cc(=O)[nH]2)cc1	99.9	105.0	80.3	110.5	88.4	94.6	99.1	88.1
CC(=S)N=Cc1c(N)[nH]n(-c2ccccc2)c1=O	97.2	102.8	100.1	·	99.2	103.3	101.8	100.6
c1nc2nonc2nc1C1CC1	89.6	109.7	89.6	107.9	109.9	105.7	103.6	97.5
OCc1cnccc1NCCCCOc1ccc(Oc2ccccc2)cc1	54.5	50.6	61.5	58.0	15.7	78.3	81.6	53.6
O=C1OC2CCCC1CC2 (stereo unspecified)	116.4	·	98.0	110.5	98.1	104.0	109.1	106.2
COc1ccccc1NC(=O)C1CC(c2ccc(F)cc2)=NO1 (stereo unspecified)	107.0	89.8	96.0	100.5	95.3	95.2	102.7	104.2

Ordered by SMILES length (highest first): eleven of the compounds above
SMILES	UACC-257	EKVX	UACC-62	MALME-3M	SK-MEL-5	A549/ATCC	SK-MEL-2	M14
Cc1cc(-c2ccc(Cl)cc2)n(Cc2nnc(SCC(=O)Nc3ccc(S(N)(=O)=O)cc3)o2)n1	106.0	86.4	74.4	89.8	97.9	90.1	89.4	96.5
CC1=NN(c2cccc(Cl)c2)C(=O)/C1=C\c1cn(Cc2ccccc2)c2ccc(Br)cc12	97.4	98.0	95.1	104.4	105.1	91.5	108.7	103.4
COc1cc(-c2nn(-c3ccc(C(=O)O)cc3)cc2CNc2ccc(F)cc2)ccc1O	104.3	80.4	82.0	105.7	87.1	83.6	75.7	90.8
O=c1[nH]c(-c2cn(-c3ccc(Cl)cc3)nn2)nc2ccccc12	77.9	·	60.9	59.0	79.0	61.2	77.2	91.4
Cn1c(N2CCCCC2)nc(-c2ccccc2)c(C#N)c1=O	28.1	104.2	84.7	94.6	107.9	90.2	30.2	121.1
C#Cc1cccc(NC(=O)c2ccccc2NC(=O)C=C)c1	103.6[8.25 µM]	108.6[8.25 µM]	104.3[8.25 µM]	102.3[8.25 µM]	99.5[8.25 µM]	98.1[8.25 µM]	103.6[8.25 µM]	102.6[8.25 µM]
CC(=S)N=Cc1c(N)[nH]n(-c2ccccc2)c1=O	97.2	102.8	100.1	·	99.2	103.3	101.8	100.6
N#CCCN1CCN(CCC#N)c2ccccc21	107.9	69.2	107.2	·	103.6	103.0	97.3	113.0
c1nc2nonc2nc1C1CC1	89.6	109.7	89.6	107.9	109.9	105.7	103.6	97.5
N[C@@H](CO)C(=O)O	104.1	84.3	91.9	·	104.4	102.3	115.5	107.0
O=C1OC2CCCC1CC2 (stereo unspecified)	116.4	·	98.0	110.5	98.1	104.0	109.1	106.2
